Source: PubChem BioAssay (National Center for Advancing Translational Sciences (NCATS))
TGFb SMAD3 inh: qHTS for Inhibitors of TGF-b; 410,000 tested, 1.2% active; Potency, µM (series often up to 46.1 µM), for the others: at the highest dose activity, negative = inhibition, usual class: inhibitors; HepG2 CAGA-GFP TGF-b/SMAD3 reporter, GFP fluorescence, 18 h; TGF-beta stimulated, 500 pg/mL final; further: on the % scale 0 is the no-effect control and ±100 the full control effect; nearly all actives have a fitted effect of over 65% in size
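HEPG2 CAGA-GFP reporter cells (1000/well, DMEM with 1% FBS) received compounds, then recombinant TGF-beta at 500 pg/mL final for 18 hours at 37 degrees C. Per-cell GFP summed per well was normalised to unstimulated and stimulated DMSO controls before curve fitting.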
MCF10A rereplic: A quantitative high throughput screen for small molecules that induce DNA re-replication in MCF 10a normal breast cells. MCF 10A DNA re-replication, Hoechst nuclear intensity, 48 h. 350,000 tested, 2.9% active. Potency, µM (highest dose often 46.1 µM), inactives show top-dose activity, positive = re-replication, usual class: activators; further: % of control where 0% means no effect; nearly all actives have a fitted effect of over 50% in size
EPAC2 antag: qHTS for Antagonist of cAMP-regulated guanine nucleotide exchange factor 2 (EPAC2): primary screen; Rap guanine nucleotide exchange factor 4 (Homo sapiens), Q8WZA2; EPAC2 GEF exchange of Rap1B-BODIPY-GDP, fluorescence; 360,000 tested, 0.18% active; Potency, µM (titrated, usually from 114 µM), inactives show top-dose activity, negative = inhibition, most hits filed as inhibitors; further: on the % scale 0 is the no-effect control and ±100 the full control effect; nearly all actives have a fitted effect of over 45% in size; many of its hits are not listed in these tables
Target sequence (Q8WZA2 whole entry, looked up): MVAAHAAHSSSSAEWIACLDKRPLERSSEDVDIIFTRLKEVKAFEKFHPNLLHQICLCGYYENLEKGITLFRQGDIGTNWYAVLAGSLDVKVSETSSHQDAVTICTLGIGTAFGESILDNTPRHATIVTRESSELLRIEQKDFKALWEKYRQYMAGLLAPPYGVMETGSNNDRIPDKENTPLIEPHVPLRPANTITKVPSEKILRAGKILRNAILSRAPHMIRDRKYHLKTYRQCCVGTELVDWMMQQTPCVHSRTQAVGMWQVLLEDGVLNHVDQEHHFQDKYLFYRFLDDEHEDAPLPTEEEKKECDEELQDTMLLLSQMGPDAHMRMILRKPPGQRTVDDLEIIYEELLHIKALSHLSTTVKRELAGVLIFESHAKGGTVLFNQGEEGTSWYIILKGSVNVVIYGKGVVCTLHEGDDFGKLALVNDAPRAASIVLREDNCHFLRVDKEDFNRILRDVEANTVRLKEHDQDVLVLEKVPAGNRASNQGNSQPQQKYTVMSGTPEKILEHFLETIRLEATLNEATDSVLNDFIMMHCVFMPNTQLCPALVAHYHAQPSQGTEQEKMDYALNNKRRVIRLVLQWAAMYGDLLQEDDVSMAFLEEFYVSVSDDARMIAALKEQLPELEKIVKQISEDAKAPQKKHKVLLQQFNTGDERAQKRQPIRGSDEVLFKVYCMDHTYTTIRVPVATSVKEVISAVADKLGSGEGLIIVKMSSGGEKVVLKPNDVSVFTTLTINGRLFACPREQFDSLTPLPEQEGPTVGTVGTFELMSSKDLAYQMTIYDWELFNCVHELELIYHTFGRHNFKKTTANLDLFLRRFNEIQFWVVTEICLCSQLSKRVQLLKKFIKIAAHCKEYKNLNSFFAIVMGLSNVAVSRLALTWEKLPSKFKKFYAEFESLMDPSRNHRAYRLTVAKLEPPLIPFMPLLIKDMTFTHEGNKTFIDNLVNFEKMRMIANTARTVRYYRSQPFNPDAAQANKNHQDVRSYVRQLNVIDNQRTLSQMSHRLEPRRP
HepG2 viability: qHTS for Inhibitors of TGF-b: Cytotox Counterscreen; AID 588856, 2011; 410,000 tested, 0.76% active; HepG2 CAGA-GFP viability, ATP luminescence, 18 h; Potency, µM (top dose mostly 46.1 µM), inactives show at the top dose activity change, negative = cytotoxicity, hits mostly cytotoxic; further: some results filed as inactive show a strong effect at the top dose
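HepG2 CAGA-GFP cells (1000/well, DMEM with 1% FBS) received compound, then TGF-beta at 500 pg/mL final, and were incubated 18 hours at 37 degrees C. Viability was read by CellTiter-Glo luminescence. Media-only wells were set as complete cell-killing and DMSO as no toxicity.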
S2 tox: Viability Counterscreen for Primary qHTS for Inhibitors of ATXN expression; S2 cells (HEK-293 line with an ATXN2-luciferase reporter) viability, CellTiter-Fluor protease fluorescence, 24 h; 400,000 tested, 0.49% active; AID 651635, 2014; Potency, µM (top dose mostly 56.7 µM), hits mostly cytotoxic; further: nearly all actives have a fitted effect of over 40% in size
Nrf2 inh: Nrf2 qHTS screen for inhibitors; 360,000 tested, 2.1% active; Potency, µM (doses to about 46 µM), inactives show top-dose activity change, negative = inhibition, usual class: inhibitors; A549 ARE-Fluc reporter, luciferase luminescence, 18-24 h; further: on the % scale 0 is the no-effect control and ±100 the full control effect; nearly all actives have a fitted effect of over 60% in size
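Nrf2 activity is the BugLite luminescence, read 15 min after reagent at room temperature, following CellTiter-Fluor cytotoxicity readout (30 min, 37C). Compound titrations were applied for 18-24 h to 5000 A549 ARE_Fluc cells/well in 5% FBS OPTI-MEM.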
A549 tox: Nrf2 qHTS screen for inhibitors: counterscreen for cytotoxicity. A549 ARE-Fluc cells, CellTiter-Fluor viability, 18-24 h. 390,000 tested, 0.16% active. Potency, µM (highest dose often 46 µM), without a hit: top-dose activity change, negative = cytotoxicity, most hits filed as inhibitors. AID 504648, 2011; further: on the % scale 0 is the no-effect control and ±100 the full control effect
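A549 ARE-Fluc cells in 5% FBS OPTI-MEM, 5000 cells/well, rested 2 h then exposed to compounds in concentration-response for 18-24 h at 37 °C. Viability by CellTiter-Fluor fluorescence (Ex 405/Em 525) after 30 min; luciferase luminescence (BugLite, 15 min, RT) read afterwards.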
Nrf2 ARE act: qHTS of Nrf2 Activators. AREc32 ARE-luciferase reporter (MCF7-derived line), luminescence, 24 h. Potency, µM (titrated, usually from 46.1 µM), for inactives: top-dose activation, usual class: activators. 410,000 tested, 0.31% active. AID 624171, 2012; further: % of control where 0% means no effect; nearly all actives have a fitted effect of over 65% in size
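Steps: seed AREc32_Fluc cells (1000/well, 5% FBS OPTI-MEM); incubate overnight at 37 deg C; add 23 nL compound; incubate 24 hr; add Steady-Glo; hold 30 min RT; read luminescence.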
ATXN2 expr inh: Primary qHTS for Inhibitors of ATXN expression. HEK-293 ATXN2-luciferase reporter, luminescence, 24 h. 360,000 tested, 0.72% active. Potency, µM (series often up to 57 µM), without a hit: top-dose activity change, negative = inhibition, usual class: inhibitors; further: on the % scale 0 is the no-effect control and ±100 the full control effect; nearly all actives have a fitted effect of over 55% in size
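qHTS (up to 57 uM final) was run with 24 h compound exposure of reporter cells at 37 °C. Each well was multiplexed: SteadyGlo luminescence measured ATXN2-luciferase expression after a fluorogenic Gly-Phe-AFC viability readout (25 uM final).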
An asterisk follows results filed as active; i = inactive; ? = inconclusive; . = no result given; [ ] = dose if it differs, or a comment. The call rests on the fitted dose curve; in most records, active means well fitted curve in the direction sought with a large enough effect; inconclusive means small, poorly fitted or top-dose-only effect, or another doubt; inactive means no such curve, though single readings can be large; an effect the other way counts as inactive or inconclusive. Potency means the concentration at half of the fitted maximal effect. A portion of the library; rates above refer to the full screens.

SMILES	TGFb SMAD3 inh	MCF10A rereplic	EPAC2 antag	HepG2 viability	S2 tox	Nrf2 inh	A549 tox	Nrf2 ARE act	ATXN2 expr inh
O=C(CN1C(=O)C2(OCCO2)c2ccccc21)c1ccc(F)cc1	23%	13%	-3%	-1%	i	?	-23%	3.1%	-8%
CCCC(C)n1[nH]c(=O)c2c1NC(=O)CSC2c1ccc(OC)c(OC)c1 (centres undefined)	-2%	-6%	6%	-5%	i	1%	-4%	-0.7%	-2%
CN(c1ccccc1)c1ccc([N+](=O)[O-])c2nonc12	-20%	1%	-15%	-29%	?	5%	21µM*	18%	-6%
O=C(c1cn(Cc2ccccc2F)c2ncccc12)C(F)(F)F	?	9%	?	-4%	i	-9%	5%	-0.6%	-4%
O=C(COc1ccc(Cl)cc1)N(c1ccccc1Cl)C1CN2CCC1CC2 (centres undefined)	?	?	-5%	-20%	i	-2%	1%	5.6%	-24%
CC1=CC(=O)C2=C(C)CC(O)C3C(C)C(=O)OC3C12 (centres undefined)	2%	-19%	0%[57.1 µM]	12%	i	8%	-1%	-0.3%	5%
NC(Cc1ccccc1)c1nc(-c2ccccc2)no1 (centres undefined)	-2%	1%	-6%	-3%	i	14%	7%	0.0%	14%
O=C(Nc1ccc(C(=O)O)cc1)Oc1ccc(N(CCCl)CCCl)cc1	20%	.	-20%	-34%	?	.	.	5.8%	?
Cc1ccc2c(c1)Oc1ccccc1N=C2	3%	.	-20%	-11%	i	.	.	4.1%	.
CN(C)C(=O)Oc1ccc(OC(=O)N(C)C)cc1	-2%	?	15%	9%	i	13%	5%	-0.3%	4%
CSc1nc(N)c(N=Nc2ccc([As](=O)(O)O)cc2)c(=O)[nH]1	-6%	-7%	-10%	-1%	?	1%	-28%	-0.3%	2%
CC1=C(C)CC2(C(=O)NC(=O)NC2=O)C(C)C1 (centres undefined)	0%	-3%	17%	1%	?	14%	-2%	-0.3%	8%
Cc1cc(OCC(=O)N2CCN(CCc3ccncc3)CC2)cc(C)c1Cl	-11%	.	.	-36%	i	2%	0%	0.4%	-20%
COC(=O)C1=C(c2cccc(OCc3ccccc3)c2)C[C@@H]2CC[C@H]1N2C(=O)NCCc1ccc(F)cc1	?	92%	-15%	3%	?	?	-27%	-0.2%	?
C=CCn1cc(C=C2C(=O)N(C)C(=O)N(C)C2=O)c2ccccc21	?	6%	1%	-40%	i	10%	-2%	?	7%
CN(C)CC(C(=O)Cc1ccccc1)c1ccccc1 (centres undefined)	?	13µM*	13%	-102%	.	19%	7%	-2.3%	?
O=C1C2CCCN2C(c2cccnc2)N1c1cccc(Cl)c1 (centres undefined)	2%	15%	26%	2%	i	14%	-3%	2.0%	-15%
CC(Cc1ccccc1)NC(=O)C(c1ccc(N)cc1)c1ccc(N)cc1 (centres undefined)	-3%	-3%	1%	-9%	?	-17%	?	0.0%	-32%
NC(=S)N/N=C/c1coc2ccccc2c1=O	1%	6%	-5%	2%	i	6%	0%	-0.5%	14%
CC[N+]12CCC(CC1)C(=C(c1ccccc1)c1ccccc1)C2	2%	22%	-6%	-19%	?	13%	5%	0.1%	-8%
CC1CN(c2ccc([N+](=O)[O-])cc2Cl)CCN1 (centres undefined)	10%	17%	9%	1%	?	-1%	2%	0.5%	.
COC(=O)C1=C(c2ccc(F)cc2OCc2ccccc2)C[C@@H]2CC[C@H]1N2C(=O)NCc1cc(C)oc1C(F)(F)F	0%	?	-12%	-14%	i	?	-6%	0.4%	-21%
O=c1c2ccccc2nc(/C=C\c2ccccc2[N+](=O)[O-])n1-c1ccccc1O	?	?	?	6%	?	?	-19%	?	-1%
CCOc1ccc2nc(NC(=O)c3cccn(Cc4ccccc4)c3=O)sc2c1	?	.	.	-10%	i	.	-14%	2.7%	2%
Cc1cccc(NC(=O)C2CCCN2C(=O)Oc2ccccc2)c1 (centres undefined)	?	?	-11%	1%	i	?	-8%	-0.4%	-5%

Retrieved by structure from the list above, three records:
SMILES	TGFb SMAD3 inh	MCF10A rereplic	EPAC2 antag	HepG2 viability	S2 tox	Nrf2 inh	A549 tox	Nrf2 ARE act	ATXN2 expr inh
Cc1cccc(NC(=O)C2CCCN2C(=O)Oc2ccccc2)c1 (centres undefined)	?	?	-11%	1%	i	?	-8%	-0.4%	-5%
CCCC(C)n1[nH]c(=O)c2c1NC(=O)CSC2c1ccc(OC)c(OC)c1 (centres undefined)	-2%	-6%	6%	-5%	i	1%	-4%	-0.7%	-2%
CC1=C(C)CC2(C(=O)NC(=O)NC2=O)C(C)C1 (centres undefined)	0%	-3%	17%	1%	?	14%	-2%	-0.3%	8%

Rewritten bar-delimited: part of the list above.
compound | TGFb SMAD3 inh | MCF10A rereplic | EPAC2 antag | HepG2 viability | S2 tox | Nrf2 inh | A549 tox | Nrf2 ARE act | ATXN2 expr inh
NC(Cc1ccccc1)c1nc(-c2ccccc2)no1 (centres undefined) | -2% | 1% | -6% | -3% | i | 14% | 7% | 0.0% | 14%
O=C(Nc1ccc(C(=O)O)cc1)Oc1ccc(N(CCCl)CCCl)cc1 | 20% | . | -20% | -34% | ? | . | . | 5.8% | ?
Cc1ccc2c(c1)Oc1ccccc1N=C2 | 3% | . | -20% | -11% | i | . | . | 4.1% | .

(next part)
SMILES	TGFb SMAD3 inh	MCF10A rereplic	EPAC2 antag	HepG2 viability	S2 tox	Nrf2 inh	A549 tox	Nrf2 ARE act	ATXN2 expr inh
O=C(CCc1ccccc1)N1Cc2cc(N3CCCCC3)ccc2-n2nncc2C1	?	.	-1%	-61%	i	.	.	3.2%	-23%
CN1CC(C(=O)c2ccc(F)cc2)C(c2ccc(F)cc2)C1 (centres undefined)	0%	-2%	-3%	-21%	i	-3%	7%	0.1%	-12%
O=C1CC(=O)N(c2cccc(F)c2)C(=O)N1	24%	-2%	3%	1%	i	?	0%	2.7%	.
COc1cccc(OC)c1C1=NCC(=O)Nc2c1oc1ccc(Br)cc21	16µM*	?	?	-20%	?	6%	-13%	-0.8%	0%
Cc1ccc(S(=O)(=O)CC(=O)c2cc(C)c(OC(=O)N(C)C)c(C)c2)cc1	-6%	?	-7%	16%	i	?	4%	3.2%	3%
CC(C)Cc1nc(N2CCNCC2)c(C#N)c2c1CCC2	17%	-7%	-3%	13%	i	3%	4%	1.0%	-19%
COC(=O)C1=C(c2cccc(OCc3ccccc3)c2)C[C@@H]2CC[C@H]1N2C(=O)NCc1cccc(F)c1	?	9%	-11%	-3%	i	?	-7%	0.6%	-22%
CCCCn1c(O)c(C(CC)=Nc2ccc(OCC)cc2)c(=O)[nH]c1=O	14%	9%	-10%[57.1 µM]	20%	i	13µM*	1%	-0.7%	-14%
COC(=O)C1CN(C#N)N(c2ccc(Cl)cc2)C12c1ccccc1-c1ccccc12 (centres undefined)	5µM*	7.1µM*	?	3.5µM*	4µM*	18µM*	?	-3.3%	4µM*
O=C(Nc1ccc(Cl)c(C(F)(F)F)c1)C1CCCN(S(=O)(=O)c2cccc3cccnc23)C1 (centres undefined)	?	.	.	-25%	.	.	-2%	0.4%	.
CN(C)C(=O)Oc1ccc2c(=O)c(Oc3ccccc3Br)coc2c1	0%	9%	-12%	-9%	i	-13%	-3%	-0.3%	-20%
CCC(=NCc1cccnc1)c1c(O)n(-c2ccc(C)cc2)c(=O)[nH]c1=O	-1%	7%	-10%	1%	i	2%	?	-0.3%	.
COc1ccc(C)cc1NC1=NC(C)(C)CS1	2%	0%	7%	-7%	i	17%	2%	-0.5%	-8%
CCCCn1nc(C)c(C(=O)O)c1Cl	-13%	-3%	4%	1%	i	14%	12%	-0.3%	.
CCOc1ccc(N2CC(c3nc4ccccc4n3CCC3CCCCC3)CC2=O)cc1 (centres undefined)	-9%	.	.	-3%	?	-7%	-7%	-1.2%	16%
CCOP(=O)(C#CC(C)(C)C)C(O)(c1ccccc1)C(F)(F)F (centres undefined)	-1%	6%	-4%	-45%	i	.	12%	-0.5%	-18%
Cc1ccc(S(=O)(=O)c2nnn3c2nc(N2CCC(C(N)=O)CC2)c2cc(Cl)ccc23)cc1C	38%[activator]	.	.	-10%	i	?	-5%	-0.3%	?
O=C(CN1CCN(c2ncc(C(F)(F)F)cc2Cl)CC1)N1CCN(c2ncc(C(F)(F)F)cc2Cl)CC1	-19%	?	-28%	-18%	?	11µM*	?	0.3%	-28%
CN1CCN(S(=O)(=O)c2ccc(Cl)nc2)CC1	-20%	-10%	2%	5%	i	7%	1%	0.1%	-10%
CSc1ncc(Cl)c(C(=O)O)n1 (tested in a mixture with another compound)	8%	5%	6%	6%	i	.	2%	-0.4%	-6%
Nc1ccccc1N=Cc1c(O)n(CCC2=CCCCC2)c(=O)[nH]c1=O	17%	?	-9%	-31%	i	12%	-14%	4.0%	35%[activator]
CC(C(N)=O)N1CC(c2ccc(Cl)cc2)CC1=O (centres undefined)	0%	-4%	7%[57.1 µM]	8%	i	5%	1%	0.1%	1%
CCC(C)(C)n1nnnc1CN1CCC(n2c(C)nc3cc(C(F)(F)F)ccc32)CC1	4%	-1%	-6%[57.1 µM]	0%	i	4%	2%	0.3%	-16%

Only ATXN2 expr inh, A549 tox and TGFb SMAD3 inh (three entries from above):
SMILES | ATXN2 expr inh | A549 tox | TGFb SMAD3 inh
O=C(Nc1ccc(Cl)c(C(F)(F)F)c1)C1CCCN(S(=O)(=O)c2cccc3cccnc23)C1 (centres undefined) | . | -2% | ?
O=C(CCc1ccccc1)N1Cc2cc(N3CCCCC3)ccc2-n2nncc2C1 | -23% | . | ?
CC(C(N)=O)N1CC(c2ccc(Cl)cc2)CC1=O (centres undefined) | 1% | 1% | 0%
